GPR55 antagonists: GPR55 antagonists blocking LPI-driven arrestin recruitment, primary screen, imaging, U2OS, beta-arrestin-GFP, LPI agonist (AID 2013) | 290,000 tested, 0.13% active | inhibition, % at 10 µM; hits with a dose series show IC50 in µM | G-protein coupled receptor 55 (Homo sapiens) | U2OS GPR55 beta-arrestin-GFP translocation imaging, LPI antagonism; higher % means a stronger effect;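 active = spots per cell inhibited over 60%, with over 100 cells counted and total cytoplasm intensity under 500,000; inconclusive = wells with under 100 cells, flagged as likely toxic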;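 note: U2OS cells stably carrying GPR55 and arrestin-GFP stimulated by 5 µM LPI near EC80; imaged beta-arrestin-GFP aggregate spots per cell after agonist stimulation; plate controls were LPI-stimulated DMSO wells for no effect and DMSO wells without LPI for full effect; some results filed as inactive read as strong as hits; confirmed hits need IC50 under 10 µM and bright autofluorescent wells are also inconclusive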
KOR beta-arrestin-1: KOR agonists, beta-arrestin recruitment, primary screen, cell-based, luminescence, uHTS (AID 1777) | KOR beta-arrestin recruitment, luminescence; higher % means a stronger effect | activation, % at 10 µM; hits with a dose series show EC50 in µM | 280,000 tested, 0.02% active | Kappa-type opioid receptor (Homo sapiens); in the data active = activation above about 50%, passing the limit was not always enough; note: a part of the inactive calls stands beside numbers as strong as those of hits
GPR55 beta-arrestin: GPR55 agonists via beta-arrestin recruitment, primary screen, imaging, U2OS cells, beta-arrestin-GFP redistribution (AID 1961); U2OS GPR55 beta-arrestin-GFP redistribution imaging; higher % means a stronger effect; 290,000 tested, 0.048% active; G-protein coupled receptor 55 (Homo sapiens); activation, % at 10 µM, or EC50 in µM where a hit was titrated;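 active = activation above 40% with more than 50 cells counted in the well; inconclusive = wells holding fewer than 50 cells, flagged as toxic or sparse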;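 note: U2OS osteosarcoma cells stably expressing GPR55 and beta-arrestin-GFP; plate controls were DMSO negative control for no effect and LPI positive control for full effect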
NOD1 NF-kB reporter: NOD1 signaling inhibitors, primary screen, cell-based, luminescence, uHTS (AID 1578). inhibition, % at 4 µM; hits with a dose series show EC50 in µM. 290,000 tested, 1% active. NOD1-driven NF-kB luciferase reporter cells, luminescence; higher % means a stronger effect; in the data active = inhibition mostly above about 36%, no sharp cut-off; inactive = mostly below about 34%;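 note: HEK-293T reporter cells stimulated with the NOD1 agonist gamma-tri-DAP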
GPR35 antagonists: GPR35 antagonists blocking zaprinast-driven arrestin recruitment, primary screen, imaging, U2OS, beta-arrestin-GFP, zaprinast agonist (AID 2058); G-protein coupled receptor 35 (Homo sapiens); U2OS GPR35 beta-arrestin-GFP translocation imaging, zaprinast antagonism; higher % means a stronger effect; inhibition, % at 10 µM; hits with a dose series show IC50 in µM; 290,000 tested, 0.052% active;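 active = inhibition of at least 50% with at least 30 cells and total cytoplasm GFP at most 10,000,000; inconclusive = under 30 cells or total GFP of 10,000,000 plus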
HIV fusion peptide: inhibitors of HIV fusion peptide binding, primary screen, biochemical, uHTS, fluorescence dequenching (AID 1986) | cell-free peptide binding, fluorescence dequenching, 30 min; higher % means a stronger effect | inhibition, % at 20 µM; hits with a dose series show IC50 in µM | 290,000 tested, 0.3% active; in the data active = inhibition mostly above about 52%, no sharp cut-off; inactive = mostly below about 76%; note: some results filed as inactive read as strong as hits
West Nile virus CPE: West Nile virus antiviral activity, cell-based, CPE readout (AID 1621). 290,000 tested, 0.02% active. West Nile virus-infected cells, CPE inhibition; higher % means a stronger effect. one-dose CPE inhibition, % at 10 µM; IC50 in µM for titrated hits; in the data active = a potency from the dose series; inconclusive = CPE inhibition mostly from about 3.7% at the one dose, without a potency; inactive = the rest, 99 in 100 with CPE inhibition below about 2.2%; note: strong numbers were not always called active
KOR beta-arrestin-2: KOR antagonists, beta-arrestin recruitment, cell-based, luminescence, uHTS (AID 1778); inhibition, % at 10 µM; hits with a dose series show IC50 in µM; 290,000 tested, 0.091% active; KOR beta-arrestin recruitment, luminescence, antagonist mode; higher % means a stronger effect; in the data active = inhibition above about 50%; note: strong numbers were not always called active
NS5 inhibitors: Dengue-2 NS5 methyltransferase inhibitors, primary screen, biochemical, confirmation dose response (AID 588689); Dengue-2 NS5 methyltransferase capping enzyme assay, biochemical; higher % means a stronger effect; inhibition, % at 25 µM, or IC50 in µM where a hit was titrated; 340,000 tested, 0.3% active; in the data active = a potency from the dose series; inconclusive = inhibition above about 29% without an active follow-up result
NS5 inhibitors pilot replicate: second read-out of NS5 inhibitors, no call of its own (marks repeat the call); inhibition, %; measured here: pilot screen replicate inhibition
* marks the source's active call; other numbers are inactive results; ? = inconclusive; nt = not tested or not shown; [ ] = dose if it differs, or a comment. Only part of the results is shown, so the mix of outcomes need not match the whole.

SMILES	GPR55 antagonists	KOR beta-arrestin-1	GPR55 beta-arrestin	NOD1 NF-kB reporter	GPR35 antagonists	HIV fusion peptide	West Nile virus CPE	KOR beta-arrestin-2	NS5 inhibitors	others
COC(=O)C(Cc1ccccc1)NC(=O)CC(C)CC(=O)Nc1ccc(C)cc1 (stereo unspecified)	2%	4.9%	-0.2%	-14%	2%	0.3%	-1.1%	5%	-2%
COc1ccc(NC(=O)C2CCN(Cc3cnn(-c4ccccc4)c3-n3cccc3)CC2)cc1OC	3%	1.4%	0.2%	-28%	7%	-1.8%	0.2%	-42%	-2%
O=C(c1ccc(NS(=O)(=O)c2cccc(C(F)(F)F)c2)cc1)N1CCCC1	12%	0.0%	0.2%	-20%	-4%	-0.7%	-0.3%	-5%	-2%
CC(=O)N1CCCc2cc(S(=O)(=O)NC(C(=O)NC3CCCCC3)C(C)C)ccc21 (stereo unspecified)	-5%	3.1%	-0.2%	-33%	-4%	-1.7%	-0.5%	-57%	-8%
COCCn1nnnc1C(c1cccs1)N1CCN2CCCC2C1 (stereo unspecified)	6%	nt	-0.1%	-18%	18%	-0.1%	0.2%	27%[20 µM]	-2%
Cn1c(=O)[nH]c(=O)c2c1nc(N/N=C/C(Br)=C/c1ccccc1)n2CCO	1%	-0.6%	-0.1%	0%	-13%	-3.4%	0.1%	14%	-8%
Cc1ccccc1CSc1nc2[nH]ncc2c(=O)[nH]1	-7%	-4.2%	-0.4%	-22%	2%	1.6%	0.3%	3%	0%
Cc1cc(=O)[nH]c(SCC(=O)Nc2ccc(Br)cc2)n1	1%	2.0%	0.0%	-4%	-7%	-0.7%	-0.1%	29%	5%
O=C(O)c1ccc(Br)cn1	0%	-2.1%	0.0%	-12%	2%	0.9%	0.8%	-4%	-5%
CCOC(=O)C1C(=O)CC(C)(O)C(C(=O)OCC)C1c1ccc([N+](=O)[O-])cc1 (stereo unspecified)	9%	-1.6%	0.3%	2%	-4%	0.2%	-0.3%	12%	4%
O=C(COc1ccc(F)cc1)Nc1nnc(S(=O)(=O)N2CCCC2)s1	10%	-1.8%	-0.1%	-22%	-15%	8.5%	0.0%	-31%[20 µM]	3%
Nc1nc(Cl)cc(Oc2ccc([N+](=O)[O-])cc2)n1	11%	-19%	-0.1%	-6%	3%	0.8%	0.1%	1%	-2%
COc1ccc(-n2ccnc2SCC(=O)NCc2ccccc2)c(OC)c1	14%	-0.1%	1.2%	-25%	3%	0.6%	-1.1%	21%	-3%
C/C(CCS(=O)(=O)c1ccccc1)=N/O	6%	1.1%	-0.2%	-1%	13%	-2.4%	0.5%	12%	-1%
N/C(=N\OC(=O)c1ccccc1)c1ccn[nH]1	12%	-0.2%	-0.1%	-54%	-4%	-0.8%	-0.3%	25%	0%
CC(=O)Oc1ccc(N(C(C)=O)S(=O)(=O)c2ccc(C)cc2C)c2ccccc12	-5%	-10%	-0.1%	-14%	-3%	-1.5%	1.7%	6%[20 µM]	0%
CC(Oc1cc2oc(=O)c3c(c2cc1Cl)CCC3)C(=O)NCc1cccnc1 (stereo unspecified)	11%	-1.2%	-0.1%	-26%	1%	0.7%	-0.6%	-14%	-1%
COc1cc(CNCCCN2CCOCC2)ccc1OCC(=O)Nc1cccc(C(F)(F)F)c1	9%	12%	0.0%	-64%	-5%	-0.8%	-0.2%	-2%	1%
CCN(CC(=O)NCc1ccc(Cl)cc1)C(=O)CN1C(=O)NC(C)(c2ccccc2)C1=O (stereo unspecified)	12%	-1.6%	0.0%	-3%	3%	-1.2%	-0.5%	16%	-3%
Cc1cccc(-n2c3nc(=O)[nH]c(=O)c-3cc3cc([N+](=O)[O-])ccc32)c1	34%	9.8%	-0.3%	22%	-16%	3.8%	-0.3%	-69%	33µM*
C/C(=N\NC(=O)C(O)(c1ccccc1)c1ccccc1)c1ccc(NC(=O)CCCC(=O)O)cc1	5%	-0.9%	-0.1%	-14%	1%	-0.2%	0.3%	-4%	-2%
COc1cccc(CN(CC2CCCO2)S(=O)(=O)c2ccc(S(=O)(=O)NCC3CCCO3)cc2)c1OC (stereo unspecified)	-1%	1.2%	0.0%	7%	2%	-0.7%	0.2%	-62%	-1%
Cc1cc(C)n2cc(-c3ccc(Cl)cc3)c(C(=O)O)c2n1	15%	-3.5%	-0.1%	-55%	0%	0.9%	-0.4%	-9%[20 µM]	-5%
CC(C)OCCCNC(=O)NC12CC3CC(CC(C3)C1)C2	14%	-4.1%	0.1%	-29%	4%	1.1%	0.0%	-27%	12%
c1ccc(CSc2nnc(-c3ccco3)c(-c3ccco3)n2)cc1	3%	-1.8%	-0.1%	-15%	2%	58%	1.2%	-2%	?

Next part
SMILES	GPR55 antagonists	KOR beta-arrestin-1	GPR55 beta-arrestin	NOD1 NF-kB reporter	GPR35 antagonists	HIV fusion peptide	West Nile virus CPE	KOR beta-arrestin-2	NS5 inhibitors	others
CCCc1ccc2oc(C(=O)N(Cc3ccncc3)CC3CCCO3)c(C)c2c1 (stereo unspecified)	4%	4.8%	nt	-30%	-11%	-0.5%	-0.8%	-9%	-6%
CC(c1ccccc1)n1c(-c2ccc(C(C)(C)C)cc2)n[nH]c1=S (stereo unspecified)	4%	-1.0%	0.5%	-4%	7%	2.8%	-1.3%	7%	-2%
COCCCN1CN(S(=O)(=O)c2ccc(C)cc2C)c2nc3ccccc3nc21	-10%	14%	-0.1%	-27%	7%	1.1%	0.1%	-35%	-6%
Cc1cc(C(=O)NNC(=S)NC2CCCCC2)cs1	4%	-2.0%	-0.1%	-14%	-11%	-0.5%	0.0%	23%	-6%
COCCn1c(SCC(=O)N2CCCCC2)nc2c(c1=O)SCC2	6%	0.1%	-0.2%	-34%	-11%	-1.0%	-0.6%	1%	0%
Cc1ccc(CNC(=O)CSc2c3c(nc4ccc(Cl)cc24)CCCC3)o1	0%	5.6%	0.2%	29%	13%	0.2%	1.4%	-14%	0%
Cc1ccccc1NC(=O)COC(=O)c1cccnc1	4%	nt	-0.1%	-22%	21%	0.7%	1.3%	-3%[20 µM]	-6%
COc1ccc(SCC(=O)Nc2ccc(N3CCN(C)CC3)c(F)c2)cc1	2%	-9.2%	0.7%	-8%	-6%	2.0%	0.1%	-2%[20 µM]	-11%
Cc1nnc(SCC(=O)Nc2ccc3c(c2)OCO3)s1	-14%	4.9%	0.3%	18%	3%	0.2%	0.8%	-32%	-7%
Cc1ccc(OCC(O)Cn2c(=N)n(Cc3ccccc3)c3ccccc32)cc1 (stereo unspecified)	13%	0.6%	-0.1%	-64%	-6%	51%	-2.0%	-5%	-1%	NS5 inhibitors pilot replicate=0.6
Cc1ccc(CSc2nnnn2C)cc1	2%	-7.8%	-0.3%	-15%	4%	1.2%	0.1%	-20%	-1%	NS5 inhibitors pilot replicate=-4.2
Nc1nn(S(=O)(=O)c2ccccc2)cc1-c1ccc([N+](=O)[O-])cc1	3%	-0.7%	0.3%	24%	20%	-4.1%	-0.1%	15%	0%
C(=N\Nc1nc(-c2cccnc2)nc2ccccc12)/c1ccccc1	12%	1.9%	-0.1%	6%	1%	0.0%	0.6%	-5%	nt
CC1(C)CC(=O)C2=C(C1)N(Cc1cccnc1)C(=O)C2(NC(=O)c1cccnc1)C(F)(F)F (stereo unspecified)	8%	-2.8%	0.2%	-36%	-4%	3.5%	0.0%	8%	-3%
Cc1nnc(SCc2cccc([N+](=O)[O-])c2)s1	5%	-3.0%	0.2%	-16%	9%	0.7%	-0.2%	12%	-7%
CN(c1ccc(C(=O)Nc2cccc(O)c2)cc1)S(=O)(=O)c1ccccc1	14%	0.1%	0.6%	-29%	0%	1.4%	-1.4%	29%	-5%
CC(C)c1ccc(CNc2cc(N3CCCC3)ccc2[N+](=O)[O-])cc1	14%	6.1%	0.0%	8%	-1%	-3.5%	-0.7%	-34%	-4%
CC(C)Oc1ccc(CCC(=O)NNC(=S)NCc2ccccc2)cc1	-19%	-1.3%	0.5%	-9%	4%	-1.2%	0.7%	-10%	-7%
CCCN(c1ccc(C(C)C)cc1)S(=O)(=O)c1c(C)[nH]c(=O)[nH]c1=O	12%	1.3%	0.0%	-16%	-4%	1.2%	-0.2%	-49%	2%
Cc1ccc(CN2CCN(/N=C/c3ccc(C(F)(F)F)cc3)CC2)cc1	9%	0.8%	0.5%	37%	-7%	0.8%	-1.6%	21%	2%
Cc1nc2sc(C(c3cccc(F)c3)N3CC(C)OC(C)C3)c(O)n2n1 (stereo unspecified)	8%	0.4%	-0.1%	-22%	-1%	2.6%	nt	-27%	0%
Cc1c(C(=O)N2CCCC2)sc(NC(=O)c2cccs2)c1C#N	-2%	-1.0%	0.1%	-12%	-17%	3.6%	0.1%	-7%	-15%
OC1COC(OCc2ccccc2)C(O)C1O (stereo unspecified)	-2%	1.4%	0.0%	-8%	-4%	-0.4%	-0.3%	-31%	nt
COCCNC(=O)Cn1cnc2sc(C)c(S(=O)(=O)N3CCN(c4ccccc4OC)CC3)c2c1=O	8%	1.2%	-0.2%	5%	12%	2.3%	0.1%	-61%	1%
CC(=O)Nc1ccc(NC(=O)c2ccc3c(c2)CCN3S(C)(=O)=O)cc1	-1%	-2.5%	-0.1%	5%	-4%	-0.7%	-1.1%	6%	-3%

Remaining list, next part.
SMILES	GPR55 antagonists	KOR beta-arrestin-1	GPR55 beta-arrestin	NOD1 NF-kB reporter	GPR35 antagonists	HIV fusion peptide	West Nile virus CPE	KOR beta-arrestin-2	NS5 inhibitors	others
COc1ccccc1N1CCN(C(=O)C(=O)c2c(C)[nH]c3ccccc23)CC1	2%	-2.5%	0.6%	-9%	-12%	-0.7%	-0.5%	45%	4%
CCc1ccc(NC(=O)COc2cccc(-n3cnnn3)c2)cc1	4%	-4.7%	0.0%	4%	5%	1.0%	-0.8%	14%	4%
CC(C)(C)OC(=O)NCCc1nnc(SCC(=O)c2ccc(Cl)cc2)o1	4%	2.2%	-0.1%	9%	35%	-2.6%	0.2%	-17%	-2%
Nc1cccc(-n2cccc2)c1	6%	nt	-0.1%	-17%	31%	-2.0%	0.7%	-15%[20 µM]	5%
O=C(c1cc(Cl)cc(Cl)c1)N1CCOCC1	5%	-0.9%	-0.2%	-21%	-6%	-3.0%	0.3%	2%	0%
COc1cccc(N/C(N)=N/c2nc(C(F)(F)F)cc(C(F)(F)F)n2)c1	-14%	4.1%	-0.1%	-17%	-4%	-0.1%	-1.0%	-38%	2%
